# MITF primary = blocks human microphthalmia-associated transcription factor; O75030; AlphaScreen MITF homodimerization, bead proximity signal; AID 1259374; 650,000 compounds, 0.91% hits; inhibition, % at 2.6 µM; in the data active = inhibition above about 50%;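 also: 0% = vehicle wells with protein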
# Target sequence (O75030 whole entry, looked up): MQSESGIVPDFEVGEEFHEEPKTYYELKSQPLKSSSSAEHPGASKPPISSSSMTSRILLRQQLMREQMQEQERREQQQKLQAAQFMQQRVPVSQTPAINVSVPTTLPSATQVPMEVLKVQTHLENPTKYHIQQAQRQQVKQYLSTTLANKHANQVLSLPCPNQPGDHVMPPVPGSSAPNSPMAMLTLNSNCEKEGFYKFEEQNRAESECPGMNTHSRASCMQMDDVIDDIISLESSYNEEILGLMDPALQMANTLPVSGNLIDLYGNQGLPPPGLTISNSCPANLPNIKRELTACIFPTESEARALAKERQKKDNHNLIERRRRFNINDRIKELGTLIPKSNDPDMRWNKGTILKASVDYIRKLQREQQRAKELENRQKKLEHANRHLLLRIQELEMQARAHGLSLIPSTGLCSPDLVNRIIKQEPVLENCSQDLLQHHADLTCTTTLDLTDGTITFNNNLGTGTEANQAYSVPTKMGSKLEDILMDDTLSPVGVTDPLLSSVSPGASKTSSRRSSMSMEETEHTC
# GPR151 ag = activators of human GPR151; Q8TDV0; PathHunter beta-arrestin GPR151 cells, luminescence; activation, % at 11.2 µM; 650,000 compounds, 1% hits; in the data active = activation above about 4.9%;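 also: 0% = median of compound wells and 100% = cells with positive control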
# Target sequence (Q8TDV0 whole entry, looked up): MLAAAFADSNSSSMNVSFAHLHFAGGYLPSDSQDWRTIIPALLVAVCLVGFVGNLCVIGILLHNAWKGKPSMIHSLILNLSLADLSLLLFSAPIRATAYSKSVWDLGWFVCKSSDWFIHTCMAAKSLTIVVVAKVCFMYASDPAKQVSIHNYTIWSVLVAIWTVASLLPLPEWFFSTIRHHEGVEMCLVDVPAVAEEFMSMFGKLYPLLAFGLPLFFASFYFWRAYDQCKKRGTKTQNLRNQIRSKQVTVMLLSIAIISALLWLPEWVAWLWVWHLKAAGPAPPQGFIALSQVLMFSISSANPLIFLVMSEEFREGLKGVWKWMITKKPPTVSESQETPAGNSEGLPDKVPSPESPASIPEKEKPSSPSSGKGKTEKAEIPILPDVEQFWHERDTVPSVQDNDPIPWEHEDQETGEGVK
# TEAD-YAP inh = TEAD-YAP interaction inhibition. inhibition, % at 9.12 µM. 640,000 compounds, 1.4% hits. HEK-TIYL cells, TEAD-Gal4/YAP UAS-luciferase luminescence. AID 1259422; in the data active = inhibition above about 32%;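 also: 0% = median of test compound wells and 100% = reference inhibitor wells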
# FBW7 act = human FBW7 E3 ligase activation, primary screen | normalized activity (activation), % at 26.1 µM | AlphaScreen FBW7–phospho-cyclin E peptide binding, activator screen | 650,000 compounds, 0.13% hits | AID 1259310; in the data active = normalized activity above about 1.9%;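 also: purified mutant Fbw7 with reduced substrate affinity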
# * = called active by the depositor; nt = not tested or not shown; & = joins results of further samples.
SMILES,MITF primary,GPR151 ag,TEAD-YAP inh,FBW7 act
CC(C)n1c(-c2ccc(N3CCN(C)CC3)cc2)nc2c(NCCN3CCOCC3)ncnc21,12,-1.3,0,0.6
Cc1cccc(NC(=O)NC2CCCCC2)n1,-8,0.3,-12,0.3
CC(=O)c1c(C)oc2ccc(N(C(=O)c3ccccc3)S(=O)(=O)c3cccc([N+](=O)[O-])c3)cc12,4,1.6,-3,0.0
C=CCN1C(=O)/C(=C\c2ccc(F)cc2)C(=O)NC1=S,10,0.7,5,-0.1
Cc1cc(C)nc(Nc2ncc(O)n2-c2ccc(F)cc2)n1,6,-1.0,4,0.2
Cc1sc2nc(SC(C)C#N)n(C(C)C)c(=O)c2c1C (centres undefined),-11,3.1,-11,-0.1
O=C(/C=C/c1ccc2c(c1)OCO2)Nc1ccc([N+](=O)[O-])cc1,14,1.2,-1,0.6
CCC(=O)OC1(C)C(=O)C=C2C=C(c3ccsc3)OC=C2C1=O (centres undefined),-23,0.5,nt,0.2
COc1ccc(NC(=O)c2cccc(N3C(=O)NC4CC3(C)Oc3ccccc34)c2)cc1 (centres undefined),7,-0.2,3,0.0
O=C(NC1CCN(Cc2ccccc2)CC1)C1(c2ccccc2)CCCC1,-3,2.8,3,-0.1
O=c1c2c3c(sc2[nH]c(=S)n1-c1nccs1)CCCC3,3,-2.1,0,0.0
Nc1nonc1-n1nnc(C(=O)N/N=C/c2ccc(F)cc2)c1CN1CCc2ccccc21,-18,0.2,-1,0.1
Cc1cccc(CC(=O)Nc2cnn(-c3cccc(C(=O)N4CCOCC4)c3)c2)c1,12&-4,0.4&0.1,3&-1,-0.3&-0.1
CCOCCCNS(=O)(=O)c1c(C)cc(C)cc1C,-4,1.2,-6,-0.1
COCCCNc1nc2nonc2nc1N(C)C1CCOCC1,-10,-0.2,3,0.0
CCOC(=O)C1=C(C)N=c2s/c(=C/c3ccccc3O)c(=O)n2C1c1cccs1 (centres undefined),-2,-0.9,-9,-0.1
O=C(Nc1ccc(N2CCOCC2)cc1)C1CCCCC1,-1,-1.4,-13,0.2
CCN(CCCNC(=O)CN1CCN(Cc2ccccc2Cl)C1=O)c1cccc(C)c1,-67,-0.8,8,-0.1
COc1ccc(C(=O)N/N=C/C(C)C)cc1,2,0.0,-27,0.0
COc1ccc(-c2nc3sc4c(c3c(=O)[nH]2)CCCC4)cc1OC,1,1.1,12,0.0
Cc1ccc2[nH]c(=O)c(CN(Cc3ccco3)C(=O)C(F)(F)F)cc2c1,0,-0.5,-4,-0.1
COc1ccc(Cl)cc1NC(=O)C1CC=CCC1C(=O)O (centres undefined),13,-0.9,6,0.9
CNC(=O)N(C1=NCC(C)(C)S1)c1ccc(Cl)cc1,10,-0.2,-7,0.4
O=C(Nc1ccc(N2CCOCC2)c(Cl)c1)c1ccc(-c2ccc(Br)cc2)o1,-9,0.1,-1,0.1
CC(=O)N1c2ccccc2NC2=C(C(=O)CCC2)C1c1ccco1 (centres undefined),-12,-0.7,1,0.1
CCc1cccc(OCC(=O)Nc2ccc([N+](=O)[O-])cc2)c1,-8,-0.8,-16,-0.3
COc1ccc(S(=O)(=O)CCC(=O)NC(c2ccccc2)c2ccccc2)cc1,2,0.2,0,0.3
CCn1c(SC(C)C(=O)O)nc2sc3c(c2c1=O)CCC3 (centres undefined),0,0.7,11,0.0
CC1CCc2cc(F)cc3c(O)c(C(=O)NCCN(C)C)c(=O)n1c23 (centres undefined),-10,0.1,0,-0.3
Cn1c(NCc2ccc(Br)cc2)nc2ccccc21,7,1.1,-34,0.8

# Part of the list above, reformatted.
SMILES | MITF primary | GPR151 ag | TEAD-YAP inh | FBW7 act
O=C(Nc1ccc(N2CCOCC2)c(Cl)c1)c1ccc(-c2ccc(Br)cc2)o1 | -9 | 0.1 | -1 | 0.1
CC(=O)N1c2ccccc2NC2=C(C(=O)CCC2)C1c1ccco1 (centres undefined) | -12 | -0.7 | 1 | 0.1
CCc1cccc(OCC(=O)Nc2ccc([N+](=O)[O-])cc2)c1 | -8 | -0.8 | -16 | -0.3
COc1ccc(S(=O)(=O)CCC(=O)NC(c2ccccc2)c2ccccc2)cc1 | 2 | 0.2 | 0 | 0.3
CCn1c(SC(C)C(=O)O)nc2sc3c(c2c1=O)CCC3 (centres undefined) | 0 | 0.7 | 11 | 0.0
CC1CCc2cc(F)cc3c(O)c(C(=O)NCCN(C)C)c(=O)n1c23 (centres undefined) | -10 | 0.1 | 0 | -0.3
Cn1c(NCc2ccc(Br)cc2)nc2ccccc21 | 7 | 1.1 | -34 | 0.8

# Continuation.
SMILES,MITF primary,GPR151 ag,TEAD-YAP inh,FBW7 act
CCOc1ccccc1NC(=O)CSc1nccn1-c1ccccc1,13,0.7,2,0.0
Cc1ccc(NS(=O)(=O)c2ccc(Cl)s2)cc1,-7,-0.3,4,0.1
COc1ccc(-n2nnnc2SCC(=O)Nc2cc(C)on2)c(OC)c1,9,-0.1,5,0.0
O=C(/C=C/Nc1ccc(Cl)cc1[N+](=O)[O-])c1ccco1,17,-1.9,-36,0.0
CCOc1ccc(S(=O)(=O)Nc2cccc(-c3cn4cccnc4n3)c2)cc1,-3,0.3,9,0.1
Cc1c(Cl)cccc1NC(=O)N[C@H]1C[C@H]2C(=O)N[C@@H](CO)C(=O)N2C1,-9,0.4,-19,0.3
CC(C)OCCCNC(=S)N1CCC(c2nc3ccccc3s2)CC1,42,-0.8,3,0.6
CCOc1ccc(C2=NN3C(C2)c2cccc(OCC)c2OC3c2cc(OC)c(OC)c(OC)c2)cc1 (centres undefined),7,-0.3,-2,0.1
CN1CCN(CCNC(=O)CCCc2cn(C)c3ccccc23)CC1,12,1.2,-7,0.3
COc1cccc(N/C=C(/C#N)c2nc(-c3cccc(OC)c3)cs2)c1,-9,1.4,3,-0.1
CCCNC(=O)C(=O)NCC(c1ccco1)S(=O)(=O)c1ccc(Cl)cc1 (centres undefined),12,0.2,6,-0.1
Cc1cccc(-c2noc(-c3cc(-c4ccccc4)n[nH]3)n2)c1,2,-0.9,-6,0.2
O=C(NCCOc1ccccc1)C1CCN(c2ccc(Nc3nccc4ccccc34)nn2)CC1,8,-0.2,-48,-0.2
CC1(C)CC(=O)C2=C(C1)N(c1sc3c(c1C#N)CCCC3)C(N)=C(C#N)C2c1ccc(C(C)(C)C)s1 (centres undefined),-5,-0.4,10,0.0
COc1ccc(C2=N/C(=C\c3ccc(N(C)C)cc3)C(=O)O2)c(Cl)c1,-1,0.3,-1,-0.2
Cc1c(OCC(N)=O)ccc2c(-c3ccccc3)cc(=O)oc12,11,0.3,-12,0.2
CC(C)CCN(CC(=O)NC1CCCC1)C(=O)C(=O)Nc1ccc2c(c1)OCCO2,8,-2.0,13,0.8
OC(COCC1COc2ccccc2O1)CN1CCN(Cc2ccc(Cl)cc2)CC1 (centres undefined),1,-1.9,8,0.5
O=C1CSC(c2cccc(F)c2)N1c1ccccc1F (centres undefined),4,0.2,-5,-0.1
COc1ccc2oc(=N)c(C(=O)Nc3nccs3)cc2c1,-4,-0.3,-23,-0.4
COc1cccc(OC)c1C(=O)Nc1nc2ccc(S(C)(=O)=O)cc2s1,-1,2.0,4,-0.2
CCOc1cc(/C=N/NC(=O)CSc2cccc3cccnc23)ccc1O,-5,0.0,0,0.0
CN(C1=NC2CS(=O)(=O)CC2S1)c1cccc(C(F)(F)F)c1 (centres undefined),1,0.1,-4,-1.0
CCC(CC)C(=O)Nc1c2c(nn1-c1ccc(Cl)cc1)CS(=O)(=O)C2,3,0.6,-3,-0.2
Cc1cc2c3nonc3ccc2n1-c1ccccc1,-4,0.1,-9,0.1
O=S(=O)(NC1CCCCC1)c1ccc(F)c2ccccc12,4,0.8,1,0.0
COc1ccccc1CNC(=O)Nc1ccc(F)cc1F,0,0.0,-19,-0.3
CCOc1ccc(S(=O)(=O)/N=C2\C=CC(=O)C(Br)=C2)cc1,15,-0.2,8,0.2
COC(CN/C(SC)=C(\C#N)C(=O)c1ccc(Cl)cc1)OC,-4,-1.4,-6,-0.1
C/C=C/c1ccc(OCC(O)CNC(C)(C)C)c(OC)c1 (centres undefined),27,-1.0,13,0.1
COC(=O)C(Cc1ccccc1)NC(=O)Cc1cccc2ccccc12 (centres undefined),2,-1.1,6,-0.2
Cc1cc(C(=O)CN2C(=O)C(=O)N(Cc3ccccc3)C2=O)c(C)n1CCc1ccccc1,-2,-1.7,4,0.4
COc1cccc(NC(=O)c2ccc([N+](=O)[O-])cc2Cl)c1,1,0.2,-42,-0.3
O=C1COc2ccc(C(=O)CSc3nnc4scc(-c5ccccc5)n34)cc2N1,11,0.7,-5,0.3
CC(C)(C)C(=O)CSc1nc2cc(C(=O)Nc3cccc(Cl)c3)ccc2c(=O)n1C1CCCCC1,6,0.6,5,0.1
CC(=O)c1c(C)oc2ccc(NS(=O)(=O)c3ccccc3C)cc12,3,3.6,12,0.1
c1ccc2c(c1)OCC(c1cnc3cc(-c4cn[nH]c4)ccc3n1)O2 (centres undefined),6,-0.4,-45,0.0
COC(=O)c1cc(-c2csc(N)n2)ccc1O,-1,0.0,4,-0.2
O=C(O)CCCC(=O)Nc1ccc(Br)cc1C(=O)O,16,-2.4,3,0.6
CC(=O)Nc1ccc(CN2Cc3cc(Cl)ccc3OC(C)C2)s1 (centres undefined),1,-0.4,-6,-0.1
Cc1ccc(-n2nc3c(c2NC(=O)C24CC5CC(CC(C5)C2)C4)CS(=O)(=O)C3)c(C)c1,11,-0.9,0,-0.1
CCN(CC)/C(=N/O)NC(=O)NS(=O)(=O)c1ccc(C)cc1,19,-0.7,7,0.1
CCc1c(O)nc(SCC(=O)N2CCOCC2)n(-c2ccccc2)c1=O,-2,-0.9,5,-0.1
COc1cccc(NC(=S)NN2CCN(C)CC2)c1,-6,1.3,10,-0.1
Cc1cc2nc(-c3ccc(NC(=O)c4cc([N+](=O)[O-])ccc4Cl)cc3)oc2cc1C,11,-1.8,-43,-0.1
CCOC(=O)C1=C(C)N(c2ccccc2)C(=O)/C1=C\c1ccc(C(=O)OC)cc1,-3,-0.5,0,0.0
COc1cc(Nc2nc(NCCc3ccc(O)cc3)c3ncn(C(C)C)c3n2)cc(OC)c1OC,16,1.8,15,0.0
O=C(Nc1cc([N+](=O)[O-])ccc1Cl)c1ncn[nH]1,4,0.1,-9,0.1
C=C(C)CN=c1scc(C)n1/N=C/c1sccc1C,9,-0.6,-5,-0.4
CC(=O)c1ccc(N=Cc2ccc[nH]2)cc1,4,0.7,-8,0.0

# One compound at a time (already shown). Values in the order: MITF primary | GPR151 ag | TEAD-YAP inh | FBW7 act
# Nc1nonc1-n1nnc(C(=O)N/N=C/c2ccc(F)cc2)c1CN1CCc2ccccc21 is entered as -18 | 0.2 | -1 | 0.1
# C=C(C)CN=c1scc(C)n1/N=C/c1sccc1C is entered as 9 | -0.6 | -5 | -0.4

# (continued)
SMILES,MITF primary,GPR151 ag,TEAD-YAP inh,FBW7 act
CCOc1ccc(CNc2nc3nc4c(c(=O)n3[nH]2)CCC4)cc1,-5,3.8,-6,0.4
Cn1ccnc1C1(O)CCN(C(=O)c2ccccc2F)CC1,-8,0.6,-8,0.0
CC(C)c1cccc2sc(N(Cc3ccccc3)C(=O)c3ccnn3C)nc12,-15,-0.2,-1,0.3
CN1CCN(Cc2cn(-c3ccccc3)nc2-c2ccc3c(c2)OCCO3)CC1,77*,-0.4,-4,-0.1
CCOC(=O)c1oc2c(c1C)-c1[nH]ncc1CC2,12,0.0,-36,-0.1
COc1ccc2[nH]c(=O)c(CN(CCO)C(=O)Nc3ccccc3)cc2c1,10,-0.5,-4,0.4
CC(=O)Nc1nc2ccc(NC(=O)C3CCCCC3)cc2s1,-2,-0.6,-92,-0.1
CCN1CCCC1CNC(=O)C1CCN(c2nc3c(C)cc(C)cc3s2)CC1 (centres undefined),9,0.1,3,0.3
COc1ccc(C)cc1S(=O)(=O)N(CC(=O)O)c1ccc(C)c(C)c1,-5,-0.4,12,-0.1
COc1c(/C=N/NC(N)=S)c(C)nn1-c1ccccc1,-1,0.2,7,0.1
O=C1OC(c2ccc(Cl)cc2)=N/C1=C\c1cccc(F)c1,-5,0.3,5,-0.1
COCC(C)N1CCC(n2nccc2NC(=O)c2ccc3c(c2)OCO3)CC1 (centres undefined),15,0.5,9,0.1
O=C(Nc1ccc2c(c1)OCCO2)c1snc2c(=O)[nH]cnc12,15,0.1,-9,0.0
NC(=O)c1ccc(-c2nc(NCc3nc4ccccc4[nH]3)c3ncn(Cc4ccc(C(F)(F)F)cc4)c3n2)cc1,11,-1.5,1,0.2
CSc1nsc(SC)c1NC(=O)Nc1ccc(Cl)cc1,8,-0.9,15,0.1
CS(=O)(=O)N(CC(=O)NCCc1ccccc1)c1ccc(Oc2ccccc2)cc1,3,0.9,-8,0.0
CCOc1ccc(-c2cc(C(=O)O)c3ccccc3n2)cc1,-2,-1.5,-4,0.0
CN(C)S(=O)(=O)c1ccc(Cl)c(C(=O)NCc2ccco2)c1,8,-0.9,6,-0.3
N#C/C(=C\c1c(Oc2ccccc2F)nc2ccccn2c1=O)C(=O)N1CCOCC1,18,-3.8,17,-0.1
CCCn1c(SCC(=O)c2cc(OC)ccc2OC)nnc1C(C)C,1,0.8,0,-0.1
S=C(NCc1ccccc1)C12CC3CCC(CC(C3)C1)C2,4,1.1,4,0.0
CCc1nc(SCC(=O)N2CCC(C)CC2)c2ccccc2n1,5,0.9,-6,-0.2

# Limited to MITF primary, for 2 of the compounds above:
Molecule,MITF primary
NC(=O)c1ccc(-c2nc(NCc3nc4ccccc4[nH]3)c3ncn(Cc4ccc(C(F)(F)F)cc4)c3n2)cc1,11
N#C/C(=C\c1c(Oc2ccccc2F)nc2ccccn2c1=O)C(=O)N1CCOCC1,18
